aSyn yeast rescue = inhibitors of alpha-synuclein toxicity in yeast; S. cerevisiae alpha-synuclein toxicity rescue, BacTiter-Glo growth, 24 h; Potency, µM (top dose mostly 46.1 µM), inactives show at the highest dose growth rescue (activation), usual class: activators; 94,000 compounds, 0.02% hits; active = well fitted activation curve with a large enough effect; inconclusive = small, poorly fitted or top-dose-only effect; also: 0% is about no effect
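Growth restoration measured by BacTiter-Glo luminescence after 24 hr at 30 deg C; alpha-synuclein yeast, raffinose-pregrown to mid-log, were added at OD600=0.02 in galactose medium onto pinned compounds.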
* = called active by the depositor; ? = inconclusive; & = joins results of further samples; [ ] = dose if it differs, or a comment. Potency is read from the fitted curve at half-maximal effect. Only part of the results is shown. The share of hits here may be higher or lower than overall.

SMILES | aSyn yeast rescue
Cc1cc(=O)n2nc(N3CCCC(C(=O)NCCCN4C(C)CCCC4C)C3)sc2n1 (stereo not given) | 3%
CC(=O)Nc1ccc2sccc2c1 | -5%
COc1ccc(Cn2c(C(=O)O)c(CNCCc3ccco3)c3ccc(OC)cc32)cc1 | 3%
S=C(NCCc1ccccc1)N1CCN(Cc2ccccc2)CC1 | -51%[inhibitor]
CCOC(=O)C1=C(O)C(=O)N(c2ccc(S(N)(=O)=O)cc2)C1c1cccc([N+](=O)[O-])c1 (stereo not given) | -3%
CCC1CN(C(=O)Nc2cccc(OC)c2)c2ccccc2O1 (stereo not given) | 1%
COCc1nn2cc(-c3ccc(C)cc3)nc2s1 | -18%
Cc1ccc(-n2nc(CO)c(C(=O)NC(C)CCCc3ccccc3)n2)cc1C (stereo not given) | 1%
CN(C)c1ccc2c(c1)Sc1cc(N(C)C)ccc1N2C(=O)c1ccccc1 | 12%
Cc1cc(Cc2ccc(N)c(C)c2)ccc1N | -9%
CC(C)(C)c1ccc(C2C3=C(CCCC3=O)NC3=C2C(=O)c2ccccc23)cc1 (stereo not given) | 2%
Cc1cccc2sc(NC(=O)[C@H](C)N3C(=O)C4CC=CCC4C3=O)nc12 (stereo not given in full) | 10%
COc1ccc(NC2CCCN(C(=O)COc3ccc(C(C)=O)cc3)C2)cc1 (stereo not given) | 6%
C[C@H](O)[C@@H]1CN2CCc3c([nH]c4ccccc34)[C@@H]2C[C@@H]1N(C)C(=O)NC1CCCCC1 | -12%
CN(C)C(C(=O)Nc1cc(Cl)cc(Cl)c1)c1ccccc1 (stereo not given) | -8%
Cc1cccc(N(CC(=O)NC2CCCCC2)C(=O)CCCC(=O)Nc2ccccn2)c1C | 3%
O=S(=O)(NCc1cccnc1)c1ccc2ccccc2c1 | -7%
COc1cc(NC(=O)CCCc2nnc3n(C)c(=O)c4sccc4n23)cc(OC)c1OC | 6%
Oc1c(C(c2ccc(Cl)cc2)N2CCOCC2)sc2nc(-c3ccco3)nn12 (stereo not given) | -4%
COc1cccc(N2CCN(c3ncnc4c3c(-c3ccccc3)cn4-c3ccc(C)cc3)CC2)c1 | 1%

Among those listed so far, these contain sulfur:
SMILES | aSyn yeast rescue
Cc1cc(=O)n2nc(N3CCCC(C(=O)NCCCN4C(C)CCCC4C)C3)sc2n1 (stereo not given) | 3%
CC(=O)Nc1ccc2sccc2c1 | -5%
S=C(NCCc1ccccc1)N1CCN(Cc2ccccc2)CC1 | -51%[inhibitor]
CCOC(=O)C1=C(O)C(=O)N(c2ccc(S(N)(=O)=O)cc2)C1c1cccc([N+](=O)[O-])c1 (stereo not given) | -3%
COCc1nn2cc(-c3ccc(C)cc3)nc2s1 | -18%
CN(C)c1ccc2c(c1)Sc1cc(N(C)C)ccc1N2C(=O)c1ccccc1 | 12%
Cc1cccc2sc(NC(=O)[C@H](C)N3C(=O)C4CC=CCC4C3=O)nc12 (stereo not given in full) | 10%
O=S(=O)(NCc1cccnc1)c1ccc2ccccc2c1 | -7%
COc1cc(NC(=O)CCCc2nnc3n(C)c(=O)c4sccc4n23)cc(OC)c1OC | 6%
Oc1c(C(c2ccc(Cl)cc2)N2CCOCC2)sc2nc(-c3ccco3)nn12 (stereo not given) | -4%

The list goes on:
SMILES | aSyn yeast rescue
COc1cc(NC(=O)CCc2c(C)nn(-c3ccc4nncn4n3)c2C)cc(OC)c1OC | 8%
CCOC(=O)c1ccc(NC(=O)c2nn(C)c3c2COc2ccccc2-3)cc1 | 0%
CCOC(=O)c1c(S(=O)(=O)NCC(=O)Nc2ccc(F)cc2C)c(C)n(C)c1C | 8%
CCc1ccc(NS(=O)(=O)c2ccc3[nH]cc(C(=O)NCCc4cccc(C)c4)c(=O)c3c2)cc1 | -9%
Cc1cccc(NC(=O)CSc2cc(C)c3ccccc3n2)c1 | 0%
COC(=O)c1c(NC(=O)c2ccccc2C(=O)O)sc2c1CCCC2 | -7%&9%
COc1ccc(C2=NS(=O)(=O)N(C)C(C(=O)Nc3cc(C)ccc3O)=C2)cc1OC | 8%&4%
CCOC(=O)C1=C(CS(=O)(=O)c2ccc(Br)cc2)NC(=O)NC1c1ccccc1 (stereo not given) | 1%
Cc1ccc(C)c(N2CCN(C(=O)c3cnn(C(C)(C)C)c3C3CCN(C(=O)OC(C)(C)C)CC3)CC2)c1 | 20%
CCOc1ccccc1NC(=O)CSc1nnc(-c2ccncc2)o1 | -15%
COc1ccc(/C=C2\SC(=N)N(c3ccc(F)cc3)C2=O)cc1 | 4%
N#Cc1c(-n2ncnc2-c2ccccc2Cl)sc2c1CCCCC2 | 4%
Cc1ccc(CN(Cc2cccn2-c2nnc(N3CCCC3=O)s2)C(=O)Nc2cc(C)cc(C)c2)cc1 | 1%
CC(=C/C(=O)O)/C=C/c1ccc([N+](=O)[O-])cc1 | 9%
Nc1nonc1-n1nnc(C(=O)N/N=C/c2c(Cl)cccc2Cl)c1CN1CCOCC1 | -3%
COc1ccc(OC)c(CCNC(=O)c2c(C)oc3ncn(C)c(=O)c23)c1 | 6%
COc1ccccc1/C=C/C(=O)Nc1cccc(S(=O)(=O)NC2=NCCCCC2)c1 | 2%
COc1ccc(CCNC(=O)CCCCn2c(=O)c3ccccc3n(Cc3ccccc3Cl)c2=O)cc1OC | -4%
CCCCOc1ccc(C(=O)NCC(=O)N2CCN(C/C=C/c3ccccc3)CC2)cc1 | 3%
Cc1cc(C)cc(OCC(=O)Nc2ccc(Cl)c(-c3nc4ncccc4o3)c2)c1 | -10%
O=C1NC(=O)N(c2ccccc2)C1=O | -3%
COc1ccc(NC(=O)CNC(=O)Cn2ccc3ccccc3c2=O)c(OC)c1 | -4%&2%
Cc1cc(C)c(NC(=O)c2c(C)oc3c2C2=NCCN2C=N3)c(C)c1 | -14%
O=C(/C=C/c1cn(-c2ccccc2)nc1-c1ccc2c(c1)OCCO2)NCCO | -3%
OCCNc1cnc2ccccc2n1 | 6%
CCN(CC)CCNC(=O)c1c2c(nc3ccccc13)C(=O)N(C1CCCCC1)C2 | -4%
Cc1[nH]c(=O)nc(SCc2cccc(Cl)c2)c1C#N | 5%
COC(=O)c1ccc(NC(=O)C2CCN(C(=O)c3ccc(F)cc3)CC2)cc1 | 10%
Fc1ccc(-n2ncc3c(Nc4ccc(Oc5ccccc5)cc4)ncnc32)cc1 | 6%
Cc1ccc2cccc(NC(=O)c3ccc(OC(C)C)cc3)c2n1 | -4%
COC(=O)C(C)Oc1cc(C)ccc1COc1ccc(-n2nc(C)n(C(F)F)c2=O)cc1 (stereo not given) | -16%
O=S(=O)(NCCc1csc2nc(-c3ccc(Cl)cc3)nn12)c1ccc(Oc2ccccc2)cc1 | -1%
COc1ccc(Br)cc1S(=O)(=O)NNC(=O)c1c(C)nc2ccccn12 | 6%
CC(=O)c1ccc(NC(=O)C2CCC(CNS(=O)(=O)c3cccs3)CC2)cc1 (stereo not given) | -6%
Cc1ccc(CNC(=O)Cc2c(C)c3cc4c(C)coc4cc3oc2=O)cc1 | 4%
Cc1ccccc1NC(=O)N1CCc2c(sc3c2CCCC3)C1c1ccccc1 (stereo not given) | 15%
CS(=O)(=O)c1ccc(C(=O)OCC(=O)N(CCc2ccccc2)Cc2ccccc2)cc1 | 8%
Cc1ccc(-c2ccc(CN3C(CC(C)C)C(=O)N(Cc4cn(CC5CCCCC5)nn4)CCS3(=O)=O)cc2)cc1 (stereo not given) | -7%
COc1ccc(OCC(=O)Nc2nnc(S(=O)(=O)N3CCCCCC3)s2)cc1 | -11%
CC(C)(C)c1nc(SCC(=O)N2CCCC2)c2ccccc2n1 | 5%

2 compounds picked at random from those above:
SMILES | aSyn yeast rescue
O=S(=O)(NCCc1csc2nc(-c3ccc(Cl)cc3)nn12)c1ccc(Oc2ccccc2)cc1 | -1%
Cc1ccccc1NC(=O)N1CCc2c(sc3c2CCCC3)C1c1ccccc1 (stereo not given) | 15%

Going on with the list:
SMILES | aSyn yeast rescue
Cc1cc(C)c(S(=O)(=O)Nc2ccc(N3CCOCC3)cc2)c(C)c1 | 9%
COc1ccc(-c2nc(CSc3nncn4c3cc3occc34)c(C)o2)cc1 | 7%
CC1CC(C)CN(C(=O)COC(=O)C2CCN(S(=O)(=O)c3c(Cl)cccc3Cl)CC2)C1 (stereo not given) | 1%
CCCCOc1ccc(Cn2c(=O)oc3ccc(C)cc32)cc1OC | -3%
O=C(NNS(=O)(=O)c1ccc(C(=O)NC2CCCC2)cc1)c1ccncc1 | 5%
CN1C(=O)CS/C1=N\NC(=O)COc1cccc2cccnc12 | -4%
COc1ccc(C(=O)c2cn(Cc3cccc(C)c3)c3cc4c(cc3c2=O)OCO4)cc1 | 4%
CCC(Sc1nc2ncccc2o1)C(=O)Nc1ccc(OC)c(OC)c1 (stereo not given) | 1%
COc1ccc(-c2nn(C)c3sc(C(=O)N4CCN(c5cccc(Cl)c5)CC4)cc23)cc1OC | 14%
Cc1ccc(C(=O)N(Cc2ccco2)Cc2ccco2)cc1 | 2%
COc1ccc(N2CCN(c3n[nH]c(N)n3)CC2)cc1 | -9%
CC(C)CCNC(=O)CNC(=S)N(Cc1ccccc1)Cc1cccnc1 | -6%
COc1ccc(N(CC(=O)N2CCN(c3ccccc3F)CC2)S(=O)(=O)c2c(C)noc2C)cc1 | -5%
CCOC(=O)c1cc(Cl)c2c(ccc3ccccc32)n1 | -8%
O=C(Nc1ccc2nc3n(c(=O)c2c1)CCCC3)c1ccccc1[N+](=O)[O-] | -7%
CCOc1ccc(CN2CCc3nc(N4CCN(c5ccccn5)CC4)ncc3C2)cc1OC | 1%
CCOC(=O)N1CCN(CCC(=O)Nc2cccc(F)c2)CC1 | -3%
Nn1c(SCC(=O)NC(=O)Nc2ccc3c(c2)OCCO3)nnc1C1CC1 | 7%
O=C(O)c1cccc(NS(=O)(=O)c2ccc(C3CCCCC3)cc2)c1 | 7%
CC(C)CNC(=O)CN1C(=O)NC2(CCc3ccccc32)C1=O (stereo not given) | -4%
CCc1ccccc1N(CC(=O)NCC1CCCO1)C(=O)CCC(=O)Nc1cc(C)on1 (stereo not given) | 1%
O=C(NCc1ccccc1F)C1CCN(c2nnc(-n3cccc3)s2)CC1 | 10%
COc1ccc(CCNC(=O)CCn2c(=O)c3ccccc3n(CC(=O)Nc3cccc(C)c3)c2=O)cc1OC | 5%
CCCCn1c(N)c(N(CCOC)C(=O)c2cc3ccccc3cc2OC)c(=O)[nH]c1=O | 5%
O=C(Cc1ccc(NC(=O)N2CCSc3ncccc32)cc1)NCc1cccc(Cl)c1 | 15%
Cc1ccccc1OCc1nnc2n1CC(C)S2 (stereo not given) | 5%
CCc1cccc(NC(=O)CSc2nncn3c2cc2sccc23)c1 | -1%
COc1ccccc1CNC(=O)C1CCN(S(=O)(=O)c2ccc3c(c2)CCCN3C(C)=O)CC1 | -2%
Cc1ccc(NC(=O)c2cnc3sc(N4CCOCC4)nn3c2=O)cc1N(C)C | 5%
Cc1ccn2c(=O)nc(SCC(=O)NCc3ccccc3)nc2c1 | 2%
Cc1ccc(NC(=O)c2cccc(NC3=NC4CS(=O)(=O)CC4S3)c2)cc1C (stereo not given) | -4%
Cc1cc(C)c(NC(=O)CSc2nc(=O)n(Cc3ccco3)c3c2CCC3)c(C)c1 | 2%
O=C(NC1CCN(C(=O)Nc2cccc(Cl)c2)CC1)c1ccco1 | 0%
CC(C)N(C(=O)Cn1cc(SCC(=O)Nc2ccccc2C(F)(F)F)c2ccccc21)C(C)C | -9%
CC1CCN(c2c(NCC3CCC(C(=O)NCCC4=CCCCC4)CC3)c(=O)c2=O)CC1 (stereo not given) | 4%
CCCN(Cc1nnc(-c2cccs2)o1)C(=O)CN1C(=O)NC2(CCCCC2)C1=O | 0%
O=C(Nc1cccc(S(=O)(=O)C(F)F)c1)c1ccc(S(=O)(=O)N2CCCCC2)cc1 | 5%
Cc1ccc(NC(=O)c2sc3ncnc(N(C)C4CCCCC4)c3c2C)c(C)c1 | -6%
COc1ccc(Nc2oc(/C=C/c3cc(OC)c(OC)c(OC)c3)nc2C#N)cc1 | 6%
CSc1ccc(C2c3c(oc4ccc(F)cc4c3=O)C(=O)N2c2ccc(C)cn2)cc1 (stereo not given) | -4%
Cc1cccc2c(C(=O)N3CCCCC3)cc(-c3ccccc3)nc12 | -2%
COc1cc(-c2nc(Cn3nnc(C(=O)Nc4cccc(Cl)c4)c3C)c(C)o2)cc(OC)c1OC | -15%
CC1CCN(C(=O)Cn2c(=O)n(CC3CCC(C(=O)NC(C)C)CC3)c(=O)c3sccc32)CC1 (stereo not given) | 0%
COC(=O)c1c(NC(=O)c2cc(=O)c3c(C)cc(C)cc3o2)sc2c1CCCC2 | 5%
Cc1cccc(S(=O)Cc2ccc(C(=O)NC3CCCCCC3)o2)c1 (stereo not given) | 7%
Cc1ccc(CNC(=O)C2CN(S(C)(=O)=O)c3cc(Cl)ccc3O2)cc1 (stereo not given) | -7%
CCc1nnc(NC(=O)c2ccc(Br)c(S(=O)(=O)N3CCOCC3)c2)s1 | -2%
COc1ccccc1OCC(=O)N1CCCCCC1 | -3%
COC(=O)c1ccc(CNC(=O)C23CC4CC(CC(C4)C2)C3)cc1 | 0%
COC(=O)c1sccc1S(=O)(=O)N(CC(=O)Nc1c(C)cccc1C)c1ccc(C)c(C)c1 | -5%
Continued:
SMILES | aSyn yeast rescue
Cc1ccc(NC(=O)CSc2nc3ccccc3nc2Cc2ccccc2F)cc1F | 5%
Cc1cc([N+](=O)[O-])cc(/C=N\NC(=O)C2COc3ccccc3O2)c1O (stereo not given) | ?
Cc1cc(C)cc(NC(=O)c2cc(C)nn2C)c1 | 4%
CC1=C(C(=O)OCc2ccc(C)cc2)C(c2cccc(F)c2F)CC(=O)N1 (stereo not given) | 6%
Cc1cc(NS(=O)(=O)c2ccc3oc(=O)c4ncn(C)c4c3c2)ccc1Br | -2%

High-throughput results from PubChem BioAssay.
